Bioassay records deposited in PubChem by NCI.
Growth percent in the NCI-60 one-dose screen (48 h, 10 µM unless noted): 100 = growth as untreated, 0 = no growth, -100 = all killed.
EKVX = EKVX NSCLC | 3% of 71,000 active | AID 1794765
RPMI-8226 = RPMI-8226 leukemia cells; 7.5% of 77,000 active; AID 1794781
HOP-92 = HOP-92 NSCLC cells; 6.3% of 71,000 active; AID 1794738
CCRF-CEM = CCRF-CEM leukemia; 7% of 77,000 active
UACC-62 = UACC-62 melanoma; 5.4% of 81,000 active
HOP-62 = HOP-62 NSCLC; 3.9% of 80,000 active
M14 = M14 melanoma; 6.2% of 80,000 active; AID 1794745
A549/ATCC = A549/ATCC NSCLC | 3.7% of 81,000 active
* marks the source's active call; other numbers are inactive results; · = no result given; & = joins results of further samples; ! = not confirmed by another sample; [ ] = dose if it differs, or a comment. How the source made its calls: active means growth percent below 10; inactive means the rest.

1: O=C(CSc1nc2sc3c(c2c(=O)n1-c1ccc(Cl)cc1)CCCC3)NNC(=O)Nc1ccc(Cl)c(C(F)(F)F)c1
2: CCCCC/C=C/C/C=C/CCCCCCCCNC(=O)Nc1ccc(C)cc1
3: C[N+](C)=c1ccc2nc3c(cc(Nc4ccccc4)c4ccccc43)oc-2c1
4: N#Cc1c(-c2cccs2)cc(-c2cnccn2)nc1SCC(=O)N/N=C/c1ccc(Cl)cc1
5: O=C(/C=C/c1ccccn1)c1cc(Cl)ccc1O
6: CC/C(=C(\c1ccc(Cl)cc1)c1ccc(OCCN2CCCCC2)cc1)c1ccc(O)cc1
entry no.	1	2	3	4	5	6
EKVX	41	98	90	94	87	68
RPMI-8226	0.9*	101	32	98	46	1.6*
HOP-92	-12*	100	80	89	81	50
CCRF-CEM	14	88	58	88	80	23
UACC-62	37	99	45	91	96	71
HOP-62	59	·	68	99	91	-9.2*
M14	44	116	34	111	91	-55*
A549/ATCC	34	106	64	95	90	33

7: O=C1/C(=C/c2ccc(Br)cc2)Sc2c(Br)cccc21
8: O=C(CCn1cc(F)c(=O)[nH]c1=O)NO
9: CN(C)c1ccc(-c2c(C#N)c(N)n(-c3cccc(C(F)(F)F)c3)c(=O)c2C#N)cc1
10: CC(=O)NC1=NC(=O)/C(=C\c2cccc(Cl)c2Cl)N1C
11: COC(=O)Cc1[nH]c(=S)[nH]c1C(=O)OC
12: COc1ccc(/C=N\NC(=O)C[N+](C)(C)C)cc1
entry no.	7	8	9	10	11	12
EKVX	64	103	102	78	104	·
RPMI-8226	100	116	99	89	101	98
HOP-92	102	87	95	82	50	95
CCRF-CEM	·	106	101	96	115	·
UACC-62	92	96	95	97	103	97
HOP-62	85	91	96	92	121	102
M14	91	102	104	91	107	99
A549/ATCC	92	102	98	82	97	95

13: CCOC(=O)/C(C#N)=C1/NNC(=Nc2ccccc2)S1
14: CNC(=O)O[C@H]1CC[C@@]2(C)C(=CC[C@H]3[C@@H]4CC[C@H]([C@H](C)CCCC(C)C)[C@@]4(C)CC[C@@H]32)C1
15: CC1=C(C(=O)OCc2ccccc2)C(c2ccc(N(C)C)cc2)n2c(nc3ccccc32)N1 (configuration not stated)
16: O=C(Nc1cccc(-c2cc(=O)c3ccccc3o2)c1)c1ccccc1
17: CC(C)(C)c1cc(NCc2ccc(F)cc2)n(-c2ccccc2)n1
18: CCN1CCN(CCOc2ccc(CNc3ccc4nc(CCC5CCCCC5)[nH]c4c3)cc2)CC1
entry no.	13	14	15	16	17	18
EKVX	92	·	46	98	92	71
RPMI-8226	98	99	81	·	59	-5.5*
HOP-92	88	90	74	70	84	22
CCRF-CEM	98	92	105	95	79	8.3*
UACC-62	88	104	42	88	78	-16*
HOP-62	99	87	84	91	99	50
M14	93	97	80	·	108	-76*
A549/ATCC	89	100	95	99	98	48

19: CCOC(=O)C1=C(C)NC(=S)NC1c1ccccc1 (configuration not stated)
20: COC(=O)CCc1ccc(OC)cc1
21: COc1cc2nc(Cl)nc(Nc3cccc(C(=O)/C=C/c4cc(OC)c(OC)c(OC)c4)c3)c2cc1OC
22: O=C(Nc1ccc(F)cc1)Nc1ccc(NC(=O)c2cc(=O)[nH]c3ccccc23)cc1
23: OCC1(CCCc2ccccc2)CCCN(c2nccc3ccccc23)C1 (configuration not stated)
24: O=S(=O)(NCCCNc1nccc(-n2cnc3ccccc32)n1)c1ccc(F)cc1
entry no.	19	20	21	22	23	24
EKVX	98	113	93	106	23	61
RPMI-8226	112	97	14	115	5.1*	58
HOP-92	·	·	99	104	·	88
CCRF-CEM	109	88	19	112	49	49
UACC-62	96	·	85	100	39	62
HOP-62	101	88	107	114	73	83
M14	107	100	71	105	8.8*	·
A549/ATCC	109	94	86	101	40	89

An excerpt from above in order of SMILES length, high to low.
21: COc1cc2nc(Cl)nc(Nc3cccc(C(=O)/C=C/c4cc(OC)c(OC)c(OC)c4)c3)c2cc1OC
22: O=C(Nc1ccc(F)cc1)Nc1ccc(NC(=O)c2cc(=O)[nH]c3ccccc23)cc1
23: OCC1(CCCc2ccccc2)CCCN(c2nccc3ccccc23)C1 (configuration not stated)
entry no.	21	22	23
EKVX	93	106	23
RPMI-8226	14	115	5.1*
HOP-92	99	104	·
CCRF-CEM	19	112	49
UACC-62	85	100	39
HOP-62	107	114	73
M14	71	105	8.8*
A549/ATCC	86	101	40

Remaining list, next part.
25: Nc1ccc2cc3ccc(N)cc3nc2c1
26: Nc1c(C(=O)Nc2cccc([N+](=O)[O-])c2)sc2nc3c(cc12)CCCCC3
27: CSc1nc(C)cc(Cl)n1
28: CCCCOCCOC(=O)c1ccc(C)cc1
29: O=c1[nH]nc(SCc2nc3ccccc3s2)n1C1CC1
30: O=C1C=CC(=O)c2c1c(-c1ccc(C(F)(F)F)cc1)nn2-c1cccc(Cl)c1
entry no.	25	26	27	28	29	30
EKVX	25&88	93	106	107	88	98
RPMI-8226	3.8*!	103	106	111	99	91
HOP-92	-1.3*!	107	99	105	76	87
CCRF-CEM	6.5*	92	107	103	102	77
UACC-62	-35*!	101	106	107	93	92
HOP-62	6.7*	102	127	109	90	98
M14	13&107	104	115	109	105	95
A549/ATCC	2.1*!	87	112	103	114	102

31: C=CCC(C(=O)OCC)(C(=O)OCC)/C(C)=C/C
32: COC(=N)CCOC(=O)c1ccccc1
33: C/C=C(\C)C(C(=O)NC1CCCCC1)N(C(=O)C1CCc2cc(F)ccc2O1)c1ccc(F)cc1F (configuration not stated)
34: COc1cc(-c2nc(N3CCOCC3)c3ccccc3n2)cc(OC)c1OC
35: CC(C)C[C@@H](NC(=O)[C@@H](Cc1ccccc1)NC(=O)c1cnccn1)B1O[C@H]2[C@H](O)[C@@H](C(=O)NCCCC[C@@H]3NC(=O)[C@@H](Cc4ccccc4)NC(=O)[C@H](CC(=O)O)NC(=O)CNC(=O)[C@H](CCCN=C(N)N)NC3=O)O[C@@H](CN)[C@H]2O1
36: Cc1cc(N(CCCNc2ccnc3cc(Cl)ccc23)Cc2ccccn2)nc(Cl)n1
entry no.	31	32	33	34	35	36
EKVX	110	·	92	50	-13*	94
RPMI-8226	121	93	108	70	0.8*	78
HOP-92	107	·	96	38	-70*	56
CCRF-CEM	111	97	106	57	6.2*	84
UACC-62	106	·	97	39	-37*	86
HOP-62	99	96	82	49	-50*	79
M14	108	97	95	72	-0.8*	85
A549/ATCC	93	108	99	62	-55*	87

37: O=c1oc(-c2ccccc2)nc2ccccc12
38: COc1ccc(C(=O)c2cc(OC)c(OC)c(OC)c2)cc1/C=C/C(=O)c1ccc2c(c1)OCO2
39: Cc1cc(C(=O)N2Cc3ccccc3CC2C(N)=O)c(F)cc1F (configuration not stated)
40: CCCNc1nc2ccccc2c2c(=O)c3cc(F)ccc3sc12
41: COc1ccc(-c2csc(Nc3ccc(F)c(F)c3)n2)cc1OC1CCCC1
42: CCOC(=O)c1ccc(NC(=S)NC(=O)c2ccc(NC(C)=O)cc2OC)cc1
entry no.	37	38	39	40	41	42
EKVX	·	·	96[50 µM]	88	92	59
RPMI-8226	104	-3.8*	97[50 µM]	·	89	45
HOP-92	94	64	98[50 µM]	58	109	70
CCRF-CEM	99	-9.5*	98[50 µM]	94	67	34
UACC-62	·	-63*	92[50 µM]	89	98	61
HOP-62	114	70	91[50 µM]	94	103	79
M14	102	25	98[50 µM]	96	80	49
A549/ATCC	109	53	93[50 µM]	88	80	84

43: O=C(CN1C(=O)/C(=C/c2cccs2)SC1=S)NCCc1c[nH]c2ccc(Cl)cc12
44: O=C1Nc2ccccc2/C1=C\c1c(-c2ccccc2)nc2ccccn12
45: COc1ccc(/C=C\c2cc(OC)c(OC)c(OC)c2)cc1OCCCCOc1cc(-c2nc3ccccc3s2)ccc1OC
46: Cc1nc2ccc(Nc3nc(NCCO)nc(Nc4ccc(F)cc4)n3)cc2n1Cc1ccccc1
47: C=C(C)[C@@H]1CC[C@]2(C(=O)NCC#CCN3CCN(C)CC3)CC[C@]3(C)[C@H](CC[C@@H]4[C@@](C)(CCC#N)[C@H](C(=C)C)CC[C@]43C)[C@@H]12
48: C#CCN1C(=O)c2cccc3c(-c4ccc(-c5nc6c7ccccc7c7ccccc7c6[nH]5)cc4)ccc(c23)C1=O
entry no.	43	44	45	46	47	48
EKVX	99	53	98	·	52	81
RPMI-8226	102	66	·	66	34	·
HOP-92	114	67	·	81	8.3*	75
CCRF-CEM	76	38	·	75	51	86
UACC-62	86	33	74	93	-8.5*	87
HOP-62	116	41	84	100	66	120
M14	113	3.8*	83	93	5.1*	·
A549/ATCC	98	47	74	86	50	93

49: COc1ccc(NC(=O)CSc2nnc(-c3cc(F)c(Cl)cc3Cl)n2N)cc1
50: CCCCc1cn(CCCN2C(=O)C(=O)c3ccccc32)nn1
51: Cc1nc(N)[nH]c(=O)c1C
52: Cc1ccc(Cl)cc1N1CCN(C(=O)[C@@H]2C[C@@H]2c2ccc(F)cc2)CC1
53: N#CCc1ccc(Cl)cc1Cl
54: Cc1ccc(S(=O)(=O)OCCCCCOS(=O)(=O)c2ccc(C)cc2)cc1
entry no.	49	50	51	52	53	54
EKVX	98	103	100	88	97	99
RPMI-8226	103	93	84	63	121	104
HOP-92	86	102	·	75	108	76
CCRF-CEM	93	99	95	92	113	95
UACC-62	94	93	91	70	99	101
HOP-62	112	108	103	100	97	126
M14	107	115	105	93	97	98
A549/ATCC	99	103	103	78	96	88

55: COc1cc(/C=C/C(=O)CC(=O)/C=C/c2ccc(OC(=O)CCNC34CC5CC(CC(C5)C3)C4)c(OC)c2)ccc1OC(=O)CCNC12CC3CC(CC(C3)C1)C2
56: O=S1(=O)OCCOS(=O)(=O)C1Cc1ccccc1
57: CCCCCCCCN1C(=O)/C(=c2\sc3n(c2=O)C2C(NN=3)N(CC)C(=O)N2CC)c2ccccc21 (configuration not stated)
58: COc1ccc(/C=C2/NC(=S)N(c3ccccc3)C2=O)cc1
59: CCOC(=O)C(c1ccccc1)C(OC(C)=O)c1ccc2c(c1)OCO2 (configuration not stated)
60: CC(C)(C)c1ccc(S(=O)(=O)O)s1
entry no.	55	56	57	58	59	60
EKVX	22	105	74	87	96	93
RPMI-8226	-30*	101	105	87	82	96
HOP-92	18	77	63	101	·	·
CCRF-CEM	-24*	103	·	102	94	102
UACC-62	43	102	76	93	84	94
HOP-62	67	81	47	103	93	99
M14	17	105	95	98	90	107
A549/ATCC	63	82	76	108	95	99

61: Cc1c2cnccc2c(C)c2c1c1cc(O)ccc1n2C(C)C
62: O=C(Nc1ccc(C(F)(F)F)cc1)Nc1nccnc1OCc1ccc(F)cc1
63: Cc1ccc2c(NCCCN(C)C)c3c(C)nn(C)c3nc2c1
64: COc1c(O)c(O)cc2c3c(oc12)CC(c1ccc(Cl)cc1)CC3=O (configuration not stated)
65: Cn1cc(-c2csc(-c3cn(C)c4ncccc34)n2)c2ccccc21
66: COP(=O)(OC)C(C)(C)CC(=O)CC(C#N)(C#N)C(C#N)C#N
entry no.	61	62	63	64	65	66
EKVX	9.7*	100	·	61	·	99
RPMI-8226	·	77	28	59	22	88
HOP-92	·	81	30	63	66	56
CCRF-CEM	·	91	32	38	10	-30*
UACC-62	-16*	81	59	15	47	96
HOP-62	·	85	41	72	34	98
M14	-19*	99	42	16	12	96
A549/ATCC	7.7*	97	14	67	24	104

Molecules shown so far that have a tert-butyl group:
17: CC(C)(C)c1cc(NCc2ccc(F)cc2)n(-c2ccccc2)n1
60: CC(C)(C)c1ccc(S(=O)(=O)O)s1
entry no.	17	60
EKVX	92	93
RPMI-8226	59	96
HOP-92	84	·
CCRF-CEM	79	102
UACC-62	78	94
HOP-62	99	99
M14	108	107
A549/ATCC	98	99

Continuation:
67: CCOC(=O)c1c2c(n3cc(C)ccc13)C(=O)c1ccccc1C2=O
68: Cc1cccc(CN(C)C)c1CC(O)(c1ccccc1)c1ccccc1
69: O=C1NC(=O)/C(=C/c2cccc(OCc3cc4ccccc4nc3Cl)c2)S1
70: COc1nc(OCCOC(=O)C(=O)c2c[nH]c3ccccc23)ccc1CNCCNC(C)=O
71: O=C(Nc1cccc(F)c1)c1cc(=O)[nH]c2cc(Br)ccc12
entry no.	67	68	69	70	71
EKVX	81	·	104	97	63
RPMI-8226	74	92	85	104	76
HOP-92	72	52	82	76	47
CCRF-CEM	70	92	51	97	59
UACC-62	71	93	81	89	34
HOP-62	100	98	102	96	51
M14	89	97	92	95	30
A549/ATCC	65	92	109	104	40
